Compound activity from PubChem.
IkB sig inh – IkB pathway inhibition in ABC-DLBCL cells. ABC-DLBCL IkBa-CBG/CBR dual luciferase ratio, 4 h; response scale: scaled: untreated 0%, proteasome inhibitor 100%. Potency, µM (top dose mostly 57.1 µM), inactives show top-dose IkBa stabilization activation. 110,000 compounds, 0.04% hits. AID 445; active = well fitted curve in the direction sought with a large enough effect in the signal ratio, not every such curve was filed as active; inconclusive = small, poorly fitted or top-dose-only effect, or a change in a side signal; the % refers to the signal ratio;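 note: the direction sought is a rising ratio; 0% = basal untreated cells and 100% = reference inhibitor full response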
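Luminescence ratio of IκBα-fused green versus native red beetle luciferase in OCI-Ly3 cells, 4 h post-doxycycline with compound; red signal alone, scaled from basal (0%) to zero light (-100%), flagged nonspecific or cytotoxic effects.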
p53ts 32C kill – kills p53ts cells at the permissive temperature | AID 924 | H1299-p53A138V at 32C, ATP luminescence viability, 24 h | Potency, µM (doses to about 46.1 µM), for the others: at the top dose activity change, negative = cytotoxicity, actives largely listed as cytotoxic | 130,000 compounds, 0.93% hits;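 note: 0% = DMSO and -100% = full killing by reference compound; nearly all actives have a fitted effect of over 55% in size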
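Viability by ATPlite luminescence after 24 h compound treatment (up to 46 uM) at the permissive 32C. Cells are H1299 carrying p53 A138V. Scale runs from DMSO basal to 100 uM tamoxifen as full kill; AC50 from Hill fits.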
Imprint erasure – genomic imprint erasure induction; AID 1948; 110,000 compounds, 0.02% hits; Potency, µM (titrated, usually from 60.7 µM), without a hit: top-dose activity change, positive = activation, hits mostly activators; mouse ES Peg3-LacZ reporter, beta-gal luminescence, 40 h;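 note: 0% = negative control wells on the plate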
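Gelatin-coated wells received 300 freshly trypsinized female ES cells with a Peg3LacZ-Neo reporter on the maternal allele, then incubated 40 hours at 37C. BetaGlo was added for 5 minutes at room temperature before a single luminescence read.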
p53ts 39C kill – p53ts cell cytotoxicity, nonpermissive temperature | 130,000 compounds, 1.5% hits | Potency, µM (highest dose often 46.1 µM), for the others: at the top dose activity change, negative = cell killing, hits mostly cytotoxic | H1299-p53A138V viability at 39C, ATP luminescence, 24 h; note: nearly all actives have a fitted effect of over 55% in size
* marks the source's active call; other numbers are inactive results; [ ] = dose if it differs, or a comment. Unless noted, calls come from the whole dose curve; as a rule, active = well fitted curve in the direction sought with a large enough effect; inconclusive = small, poorly fitted or top-dose-only effect, or another doubt; inactive = no such curve, though single readings can be large; an effect the other way counts as inactive or inconclusive. Unless noted, % is set by controls: 0 for no effect and ±100 for the full control effect; potency is the fitted concentration of half-maximal effect.

How did Cc1ccc(-n2ncc3c(=O)n(Cc4cccc(Cl)c4)cnc32)cc1C do in these assays?
IkB sig inh: -0.3%; p53ts 32C kill: -4%; Imprint erasure: 5%[10.9 µM]; p53ts 39C kill: -8%

What do the screens show for `CC1CCCN(c2ncnc3c2cnn3-c2ccc(F)cc2)C1` (configuration not stated)?
IkB sig inh: 6.2%; p53ts 32C kill: 2µM*; Imprint erasure: -47%[inhibitor][10.9 µM]; p53ts 39C kill: 2µM*

How did O=C(NCc1ccc(F)cc1)c1cc(-c2ccco2)on1 do in these assays?
IkB sig inh: -3.0%; p53ts 32C kill: 5%; Imprint erasure: -11%; p53ts 39C kill: 1%

How did CC(=O)N1CCc2c(sc3c2c(=O)n(CCc2ccccc2)c(=O)n3CC(=O)Nc2ccc(C)c(F)c2)C1 do in these assays?
IkB sig inh: inconclusive; p53ts 32C kill: 7%; Imprint erasure: -13%[10.9 µM]; p53ts 39C kill: -1%

What do the screens show for `O=C(Nc1ccc(OC(F)(F)F)cc1)C(NS(=O)(=O)c1cccc2nsnc12)c1ccccc1` (configuration not stated)?
IkB sig inh: inconclusive; p53ts 32C kill: 12%; Imprint erasure: -5%[10.9 µM]; p53ts 39C kill: 12%

Results for CSc1ccc(NC(=O)Nc2cc(C)ccn2)cc1 ?
IkB sig inh: 3.6%[11.4 µM]; p53ts 32C kill: -28%[9.22 µM]; Imprint erasure: -15%[10.9 µM]; p53ts 39C kill: inconclusive

Results for COc1ccc2nc3oc(C(=O)NCc4ccccc4OC)cc3cc2c1 ?
IkB sig inh: -1.2%; p53ts 32C kill: -3%; Imprint erasure: 9%[10.9 µM]; p53ts 39C kill: 29%

Results for Cc1cc2oc(C(=O)NC3CCS(=O)(=O)C3)c(C)c2cc1C (configuration not stated) ?
IkB sig inh: 0.8%; p53ts 32C kill: 5%; Imprint erasure: -12%; p53ts 39C kill: -5%

How did Cc1ccc(-n2c(-c3ccco3)nc3c(cnn3-c3ccccc3Cl)c2=O)cc1 do in these assays?
IkB sig inh: -3.5%; p53ts 32C kill: -6%; Imprint erasure: 5%[10.9 µM]; p53ts 39C kill: -19%

How did Cc1cc(O)ccc1Nc1nc2ccccc2nc1Nc1ccc(O)cc1C do in these assays?
IkB sig inh: inconclusive; p53ts 32C kill: 1%; Imprint erasure: -18%; p53ts 39C kill: 5%

What do the screens show for `CCn1c(Cc2ccccc2)nnc1SCC(=O)OC(C)C`?
IkB sig inh: 0.6%; p53ts 32C kill: 2%; Imprint erasure: 5%; p53ts 39C kill: -2%

What do the screens show for `O=C(O)Cc1sc(Nc2ccccc2)nc1-c1ccccc1`?
IkB sig inh: inconclusive; p53ts 32C kill: -12%; Imprint erasure: 12%[10.9 µM]; p53ts 39C kill: 0%

What do the screens show for `Clc1ccc(CN2C3=NCCN3c3ccccc32)cc1`?
IkB sig inh: -1.7%; p53ts 32C kill: -11%; p53ts 39C kill: -10%

What do the screens show for `CC1CCN(S(=O)(=O)c2ccc3c(c2)N(CC(=O)O)C(=O)CO3)CC1`?
IkB sig inh: 0.1%; p53ts 32C kill: 12%; Imprint erasure: -12%[10.9 µM]; p53ts 39C kill: -17%

Results for CCOc1cccc2sc(N3CCN(C(=O)C4CC4)CC3)nc12 ?
IkB sig inh: -4.8%; p53ts 32C kill: 0%; Imprint erasure: inconclusive; p53ts 39C kill: -8%

How did CC(=O)OCC(OC(C)=O)C(OC(C)=O)C(OC(C)=O)C(=O)Nc1ccc(C)cc1C (configuration not stated) do in these assays?
IkB sig inh: 1.0%; p53ts 32C kill: 1%; Imprint erasure: -8%; p53ts 39C kill: -5%

Results for Cc1ccc(NC(=O)C2Cc3ccccc3N2C(=O)c2ccccc2)cc1Cl (configuration not stated) ?
IkB sig inh: -0.2%; p53ts 32C kill: 7%; Imprint erasure: -9%[10.9 µM]; p53ts 39C kill: 2%

What do the screens show for `O=C(NCc1nc2ccccc2[nH]1)c1cccs1`?
IkB sig inh: 2.9%; p53ts 32C kill: -7%; Imprint erasure: -9%; p53ts 39C kill: 7%

What do the screens show for `Cc1nnc2n1NC(c1ccc(Cl)cc1)C(C(=O)N1CCC(C)CC1)S2` (configuration not stated)?
IkB sig inh: 0.9%; p53ts 32C kill: 2%; Imprint erasure: -2%; p53ts 39C kill: 5%

How did Cc1c(C(=O)N(C)C)sc2c1c(=O)n(-c1ccc(Cl)cc1)c(=O)n2CC(=O)C(C)(C)C do in these assays?
IkB sig inh: 1.3%; p53ts 32C kill: 6%; Imprint erasure: 5%[10.9 µM]; p53ts 39C kill: 2%

What do the screens show for `COC(=O)c1cccnc1-n1c(=O)c2cccnc2n(CC(=O)Nc2c(C)cc(C)cc2C)c1=O`?
IkB sig inh: 0.1%; p53ts 32C kill: -1%; Imprint erasure: 22%[10.9 µM]; p53ts 39C kill: 19%

How did COc1cc(OC)c(NC(=O)c2ccc(Br)o2)cc1Cl do in these assays?
IkB sig inh: -3.1%; p53ts 32C kill: -7%; Imprint erasure: -10%; p53ts 39C kill: -12%

What do the screens show for `Cc1ccc(-n2nnc(-c3nsc(NC(=O)c4ccccc4)n3)c2C)cc1`?
IkB sig inh: -3.7%; p53ts 32C kill: 14%; Imprint erasure: -7%[10.9 µM]; p53ts 39C kill: 7%

Results for O=C1c2cccnc2C(=O)N1Cc1ccc(F)cc1 ?
IkB sig inh: 0.0%; p53ts 32C kill: 5%; Imprint erasure: inconclusive; p53ts 39C kill: -1%

Results for O=S(=O)(N1CCCCC1)n1nnc2ccccc21 ?
IkB sig inh: 0.0%; p53ts 32C kill: 5%; Imprint erasure: 19%; p53ts 39C kill: 7%

What do the screens show for `Cn1nccc1/C=C(/C#N)S(=O)(=O)c1ccccc1`?
IkB sig inh: 2.0%; p53ts 32C kill: 15%; Imprint erasure: 1%; p53ts 39C kill: 17%

How did CCN(c1ccccc1)S(=O)(=O)c1ccc(F)c(C(=O)Nc2ccc(C)cc2)c1 do in these assays?
IkB sig inh: 3.2%; p53ts 32C kill: -2%; Imprint erasure: -16%[10.9 µM]; p53ts 39C kill: -20%

Results for CCc1cc2cccc(C)c2nc1SCC(=O)N1CCN(C(=O)c2ccco2)CC1 ?
IkB sig inh: inconclusive; p53ts 32C kill: -9%; Imprint erasure: -6%; p53ts 39C kill: -2%

What do the screens show for `CCCCOC(=O)Nc1ccc(S(=O)(=O)Nn2cnnc2)cc1`?
p53ts 32C kill: -4%; p53ts 39C kill: -1%

How did Cc1ccc(CNc2ncnc3onc(C)c23)cc1 do in these assays?
IkB sig inh: -3.0%; p53ts 32C kill: -3%; Imprint erasure: -11%[10.9 µM]; p53ts 39C kill: -12%

Compounds listed so far with an aryl thioether with sulfur outside any ring:
Results for CSc1ccc(NC(=O)Nc2cc(C)ccn2)cc1 ?
IkB sig inh: 3.6%[11.4 µM]; p53ts 32C kill: -28%[9.22 µM]; Imprint erasure: -15%[10.9 µM]; p53ts 39C kill: inconclusive

What do the screens show for `CCn1c(Cc2ccccc2)nnc1SCC(=O)OC(C)C`?
IkB sig inh: 0.6%; p53ts 32C kill: 2%; Imprint erasure: 5%; p53ts 39C kill: -2%

Results for CCc1cc2cccc(C)c2nc1SCC(=O)N1CCN(C(=O)c2ccco2)CC1 ?
IkB sig inh: inconclusive; p53ts 32C kill: -9%; Imprint erasure: -6%; p53ts 39C kill: -2%

Further compounds follow.
Results for CN(Cc1cccc(F)c1)C(=O)c1ccc(S(=O)(=O)C(F)F)cc1 ?
IkB sig inh: 1.4%; p53ts 32C kill: 5%; Imprint erasure: -16%; p53ts 39C kill: -10%

What do the screens show for `CCCCCCn1c(=O)c(-c2nc3ccccc3c(=O)[nH]2)c(O)c2ccccc21`?
IkB sig inh: -0.3%; p53ts 32C kill: 3%; Imprint erasure: 0%; p53ts 39C kill: 1%

How did Cc1ccc(C(C(=O)NCc2ccco2)N(C(=O)Cn2nnc3ccccc32)c2ccccc2)o1 (configuration not stated) do in these assays?
IkB sig inh: 0.1%; p53ts 32C kill: 9%; Imprint erasure: -7%; p53ts 39C kill: -6%

What do the screens show for `CCOC(=O)CSc1nc2ccsc2c(=O)n1C1CCN(C(=O)OCC)CC1`?
IkB sig inh: 0.1%; p53ts 32C kill: 11%; Imprint erasure: -13%; p53ts 39C kill: 0%

How did Nc1cc(=O)[nH]c(SCc2nnc(-c3ccccc3)o2)n1 do in these assays?
IkB sig inh: 3.5%; p53ts 32C kill: -3%; Imprint erasure: -11%; p53ts 39C kill: -12%

Results for COc1ccc(O)c(C2=Nc3ccccc3N=C(c3ccccc3)C2)c1 ?
IkB sig inh: inconclusive; p53ts 32C kill: -1%; Imprint erasure: -12%[10.9 µM]; p53ts 39C kill: -13%

How did CCCCN(C)C(=O)Cn1ncc2c([nH]c3ccc(C)cc32)c1=O do in these assays?
IkB sig inh: inconclusive; p53ts 32C kill: 3%; Imprint erasure: 4%[10.9 µM]; p53ts 39C kill: 12%

How did CCCCNc1nc(Oc2ccc(=O)n(C)n2)nc(N(C)C)n1 do in these assays?
IkB sig inh: inconclusive; p53ts 32C kill: 5%; Imprint erasure: -10%[10.9 µM]; p53ts 39C kill: -26%

Results for COc1ccc(CNc2nc(-c3ccc(OC)c(OC)c3)cc(C(F)(F)F)n2)cc1 ?
IkB sig inh: inconclusive; p53ts 32C kill: 11%; Imprint erasure: -15%[10.9 µM]; p53ts 39C kill: -1%

How did O=C(COc1cccc(NC(=O)c2cccc([N+](=O)[O-])c2)c1)c1ccc(F)cc1 do in these assays?
p53ts 32C kill: -2%; p53ts 39C kill: -8%

What do the screens show for `O=C(CN(CC1CCCO1)C(=O)CCC(=O)Nc1ccccn1)NCC1CCCO1` (configuration not stated)?
IkB sig inh: 1.8%; p53ts 32C kill: 9%; Imprint erasure: 0%; p53ts 39C kill: 2%

How did CC1CCCN(C(C(=O)Nc2ccc3c(c2)OCO3)c2ccccc2)C1 (configuration not stated) do in these assays?
IkB sig inh: -2.3%; p53ts 32C kill: -5%; Imprint erasure: -11%; p53ts 39C kill: 10%

Results for O=C(c1cnc(N2CCOCC2)c2ccccc12)N1CCN(c2ccccc2F)CC1 ?
IkB sig inh: 0.0%; p53ts 32C kill: 7%; Imprint erasure: 13%[10.9 µM]; p53ts 39C kill: -11%

Results for O=C(Nc1ccccc1)OCCOc1ccccc1 ?
IkB sig inh: inconclusive; p53ts 32C kill: -5%; Imprint erasure: -13%; p53ts 39C kill: -2%

What do the screens show for `CCCCCn1c(=N)n(CC(O)COc2ccccc2OC)c2ccccc21` (configuration not stated)?
IkB sig inh: inconclusive; p53ts 32C kill: inconclusive; Imprint erasure: 5%; p53ts 39C kill: 20µM*

In the list so far, 2 have two or more sulfur atoms.
What do the screens show for `O=C(Nc1ccc(OC(F)(F)F)cc1)C(NS(=O)(=O)c1cccc2nsnc12)c1ccccc1` (configuration not stated)?
IkB sig inh: inconclusive; p53ts 32C kill: 12%; Imprint erasure: -5%[10.9 µM]; p53ts 39C kill: 12%

What do the screens show for `CCOC(=O)CSc1nc2ccsc2c(=O)n1C1CCN(C(=O)OCC)CC1`?
IkB sig inh: 0.1%; p53ts 32C kill: 11%; Imprint erasure: -13%; p53ts 39C kill: 0%

(list continues)
What do the screens show for `OCCN1CCN(C(c2ccc(Cl)cc2Cl)c2sc3nc(-c4ccco4)nn3c2O)CC1` (configuration not stated)?
IkB sig inh: 3.3%; p53ts 32C kill: -3%; Imprint erasure: -10%[10.9 µM]; p53ts 39C kill: -14%

How did COc1cc2ccccc2cc1C(=O)Nc1ccccc1N1CCN(S(C)(=O)=O)CC1 do in these assays?
IkB sig inh: 0.9%; p53ts 32C kill: 3%; Imprint erasure: -15%; p53ts 39C kill: 1%

How did CCCCOc1cc(C[C@@H]2CNC(=O)N2)ccc1OC do in these assays?
IkB sig inh: inconclusive; p53ts 32C kill: -11%; Imprint erasure: -10%; p53ts 39C kill: -6%

How did Nc1ncc(S(=O)(=O)NCc2ccccc2F)cn1 do in these assays?
IkB sig inh: -0.8%; p53ts 32C kill: -4%; Imprint erasure: -8%[10.9 µM]; p53ts 39C kill: -24%

What do the screens show for `CC1=C(C(=O)Nc2cccnc2)C(c2cccc(O)c2)n2nc(SCc3ccccc3)nc2N1` (configuration not stated)?
IkB sig inh: 2.1%; p53ts 32C kill: 0%; Imprint erasure: -7%[10.9 µM]; p53ts 39C kill: -2%
